Screens (PubChem BioAssay)
APE1 inh: blocks human APE1 abasic DNA cleavage | recombinant APE1, TAMRA/BHQ-2 abasic DNA cleavage fluorescence | 0.35% of 350,000 active | Potency, µM (series often up to 65.8 µM), without a hit: at the highest dose activity change, negative = inhibition, hits mostly inhibitors;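 further: potency means the concentration at half of the fitted maximal effect; plate controls were vehicle for no effect and reference inhibitor for full effect; nearly all actives have a fitted effect of over 55% in size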
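Quantitative HTS: incision of a TAMRA/BHQ-2 double-stranded substrate bearing a tetrahydrofuran abasic site by 0.75 nM APE1 raises fluorescence. Substrate 50 nM final, added after 15 min compound preincubation at room temperature; progress as third-minus-first kinetic read difference.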
ERG-DNA inh: inhibitors of human ERG Ets domain-DNA interaction | fluorescence polarization, His-ERG Ets domain / labelled DNA | AID 624246 | P11308 | 0.028% of 370,000 active | Potency, µM (doses to about 76.9 µM), for inactives: at the top dose FP activity, negative = inhibition, most hits filed as inhibitors; active means well fitted inhibition curve with a large enough effect in the polarisation, with a control signal flat; inconclusive means small, poorly fitted or top-dose-only effect, or effect the other way, or a change in a side signal; inactive means no such curve, though single readings can be large or run the other way; the % refers to the polarisation;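 further: polarization taken with two DNA probes labelled with fluorescein and Texas red; potency means the concentration at half of the fitted maximal effect; % of control where 0% means no effect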
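His-tagged ERG Ets domain (1 uM in the protein solution; 300mM KCl, 50mM Tris-HCl, 1mM EDTA, 1mM DTT, pH 7.5) received compound, then a probe mix of 5 nM fluorescein-DNA and 100nM Texas-615-DNA. Fluorescence polarization was read for both dyes.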
TRHR ag: TRH receptor (human) agonism; activation, % at 2 µM; TRHR cells, calcium flux fluo-8, FDSS agonist mode; P34981; 0.18% of 360,000 active; in the data active means activation above about 30%; further: 0% is about no effect
Target sequence (P34981 whole entry, looked up): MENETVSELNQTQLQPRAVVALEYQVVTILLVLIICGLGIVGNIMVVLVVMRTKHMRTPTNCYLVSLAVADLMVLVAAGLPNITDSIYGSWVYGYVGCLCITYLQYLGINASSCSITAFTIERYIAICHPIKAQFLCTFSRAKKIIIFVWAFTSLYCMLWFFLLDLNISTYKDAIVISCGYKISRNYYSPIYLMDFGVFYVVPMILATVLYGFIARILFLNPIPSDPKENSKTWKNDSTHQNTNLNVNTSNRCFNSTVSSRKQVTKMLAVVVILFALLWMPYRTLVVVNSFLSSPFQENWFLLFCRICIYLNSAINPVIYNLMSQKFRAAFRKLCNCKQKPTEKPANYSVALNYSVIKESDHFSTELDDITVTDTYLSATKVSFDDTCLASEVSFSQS
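In this calcium-flux screen, cells bearing human TRHR are dye-loaded with fluo-8, baselined for 10 cycles, then exposed to library compounds; positive kinetic calcium responses during the agonist phase mark hits, with TRH as control.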
POLK inh: blocks human DNA polymerase kappa activity. Q9UBT6. purified Pol kappa, fluorescent DNA synthesis assay, 10 min. Potency, µM (doses to about 107 µM), for inactives: top-dose activity, negative = inhibition, usual class: inhibitors. 0.53% of 400,000 active. AID 588579; further: potency means the concentration at half of the fitted maximal effect; on the % scale 0 is the no-effect control and ±100 the full control effect
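Here, compound and 10 nM enzyme are combined for 15 min at room temperature; adding 50 nM substrate (final) starts DNA synthesis, tracked by fluorescence at 0 and 10 min against buffer-only wells.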
Pol iota inh: blocks human DNA polymerase iota activity; Q9UNA4; Pol iota fluorescent replication assay, 10 min; Potency, µM (highest dose often 115 µM), for inactives: at the top dose activity, negative = inhibition, most hits filed as inhibitors; 1% of 390,000 active; AID 588590; further: potency means the concentration at half of the fitted maximal effect
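Fluorescent replication assay read twice, at 0 min and 10 min after adding 50 nM (final) substrate. Enzyme (10 nM) and compounds were first incubated 15 min at room temperature; enzyme-free buffer wells were negative controls.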
12-LOX inh: blocks human arachidonate 12S-lipoxygenase. P18054. 1.1% of 580,000 active. Potency, µM (highest dose often 108 µM), without a hit: top-dose activity change, negative = inhibition, actives largely listed as inhibitors. purified 12hLO, xylenol orange hydroperoxide absorbance; further: potency means the concentration at half of the fitted maximal effect; on the % scale 0 is the no-effect control and ±100 the full control effect
Target sequence (P18054 whole entry, looked up): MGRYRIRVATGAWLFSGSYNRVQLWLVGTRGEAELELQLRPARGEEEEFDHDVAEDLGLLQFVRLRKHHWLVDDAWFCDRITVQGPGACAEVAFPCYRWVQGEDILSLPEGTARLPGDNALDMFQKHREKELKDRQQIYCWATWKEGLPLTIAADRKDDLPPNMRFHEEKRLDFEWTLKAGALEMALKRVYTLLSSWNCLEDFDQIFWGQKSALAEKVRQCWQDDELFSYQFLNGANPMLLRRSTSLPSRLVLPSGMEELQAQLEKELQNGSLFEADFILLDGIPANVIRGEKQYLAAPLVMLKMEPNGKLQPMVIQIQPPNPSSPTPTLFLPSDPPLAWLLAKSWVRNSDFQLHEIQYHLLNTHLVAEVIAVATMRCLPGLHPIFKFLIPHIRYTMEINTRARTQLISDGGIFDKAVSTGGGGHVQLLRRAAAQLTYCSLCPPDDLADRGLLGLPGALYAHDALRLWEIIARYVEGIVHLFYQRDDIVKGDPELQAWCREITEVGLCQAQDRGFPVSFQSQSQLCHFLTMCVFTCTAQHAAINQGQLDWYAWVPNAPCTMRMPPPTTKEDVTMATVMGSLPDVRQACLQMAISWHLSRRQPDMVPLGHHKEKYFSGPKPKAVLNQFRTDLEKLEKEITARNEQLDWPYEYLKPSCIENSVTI
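Purified human 12hLO at 150 nM in 25 mM Hepes, 0.01% Triton X-100, pH 7.0, preincubated 15 min at room temperature with compound. Reaction started with 40 uM arachidonic acid, 30 min at room temperature. Hydroperoxide measured by Fe-xylenol orange, 573/405 nm absorbance ratio.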
POLB inh: DNA polymerase beta (human) inhibition; Pol beta primer extension/strand displacement, fluorescence kinetic; Potency, µM (titrated, usually from 114 µM), without a hit: top-dose activity change, negative = inhibition, most hits filed as inhibitors; 1.3% of 340,000 active; P06746; AID 485314; further: potency means the concentration at half of the fitted maximal effect; on the % scale 0 is the no-effect control and ±100 the full control effect
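Pol beta (10 nM) was preincubated with compound for 15 min at room temperature. The reaction was then started with 50 nM substrate and read immediately and after a further 10 min at room temperature.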
BLM helicase inh: blocks DNA unwinding by human BLM helicase | 0.2% of 350,000 active | P54132 | AID 2528 | recombinant BLM DNA unwinding, fluorescence dequenching | Potency, µM (top dose mostly 56.1 µM), for the others: top-dose activity change, negative = inhibition, actives largely listed as inhibitors;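 further: potency means the concentration at half of the fitted maximal effect; plate controls were vehicle for no effect and no enzyme for full effect; nearly all actives have a fitted effect of over 35% in size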
Apoferritin bind: candidate novel general anesthetic via apoferritin binding. P02791. apoferritin/1-aminoanthracene competitive binding, fluorescence. Potency, µM (highest dose often 77.5 µM), inactives show at the highest dose activity change, negative = displacement, usual class: inhibitors. 0.074% of 350,000 active; further: potency means the concentration at half of the fitted maximal effect; on the % scale 0 is the no-effect control and ±100 the full control effect; nearly all actives have a fitted effect of over 20% in size
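Read-out: endpoint 1-AMA fluorescence, excitation 380 nm and emission 535 nm, after compounds sit 10 min at room temperature with 10 uM horse-spleen apoferritin in 50% saturated 1-AMA/PBS. Values come from four-parameter Hill fits.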
Starred values were filed as active, the others as inactive; & = joins results of further samples; [ ] = remark or other dose. Unless noted, the call rests on the fitted dose curve; in most records, active means well fitted curve in the direction sought with a large enough effect; inconclusive means small, poorly fitted or top-dose-only effect, or another doubt; inactive means no such curve, though single readings can be large; an effect the other way counts as inactive or inconclusive. The list is partial; count on the stated rates, not on these rows.

How did O=C(Nc1ccc(Br)cc1)c1cc([N+](=O)[O-])cc([N+](=O)[O-])c1 do in these assays?
APE1 inh: -3%; ERG-DNA inh: 2%; TRHR ag: 0.8; POLK inh: -6%; Pol iota inh: 22%; 12-LOX inh: -1%; POLB inh: 35%; BLM helicase inh: -5%; Apoferritin bind: -14%

What do the screens show for `CCOc1ccc(NC(=O)CSc2nnc(C3CC3)n2N)cc1`?
APE1 inh: 16%; ERG-DNA inh: 0%; TRHR ag: 0.4; POLK inh: -9%; Pol iota inh: 13%; 12-LOX inh: 1%; POLB inh: 26%; BLM helicase inh: -3%; Apoferritin bind: -13%

How did COc1ccc(C2CC(=O)c3c(ccc4ccccc34)N2)cc1OC (centres undefined) do in these assays?
APE1 inh: -3%; ERG-DNA inh: -11%; TRHR ag: 1.0; POLK inh: -12%; Pol iota inh: -8%; 12-LOX inh: 0%; POLB inh: 13%; BLM helicase inh: 1%; Apoferritin bind: -13%

What do the screens show for `CN(C)CCCn1cnc2c1c(=O)[nH]c(=O)n2Cc1ccccc1`?
APE1 inh: -12%; ERG-DNA inh: -2%; TRHR ag: -0.7; POLK inh: -17%; Pol iota inh: 9%; 12-LOX inh: 0%; POLB inh: 52%; BLM helicase inh: -1%; Apoferritin bind: -11%

How did Cc1ccccc1NC(=O)CSC1=NCCN1 do in these assays?
APE1 inh: 5%; ERG-DNA inh: -3%; TRHR ag: -0.2; POLK inh: -7%; Pol iota inh: 12%; 12-LOX inh: -7%; POLB inh: 4%; BLM helicase inh: 6%; Apoferritin bind: -2%

Results for Cc1ccc(C(=O)CSc2nnnn2C(C)C)c(C)c1 ?
APE1 inh: inconclusive; ERG-DNA inh: 8%; TRHR ag: -0.8; POLK inh: 4%; Pol iota inh: 21%; 12-LOX inh: -7%; POLB inh: 1%; BLM helicase inh: -6%; Apoferritin bind: inconclusive

What do the screens show for `CCCCN1C2=NCCCN2c2ccccc21`?
APE1 inh: -2%; TRHR ag: 1.4; POLK inh: -2%; Pol iota inh: 17%; 12-LOX inh: -18%; POLB inh: -1%; BLM helicase inh: 1%; Apoferritin bind: -8%

What do the screens show for `CCc1noc(C)c1C(=O)OCC(=O)NCCc1ccc(OC)cc1`?
APE1 inh: -17%; ERG-DNA inh: -6%; TRHR ag: -0.5; POLK inh: 3%; Pol iota inh: 23%; 12-LOX inh: -17%

What do the screens show for `Cc1ccc(N2CC(C(=O)N3CCC(C(=O)Nc4nnc(C(C)C)s4)CC3)CC2=O)cc1` (centres undefined)?
APE1 inh: 14%; ERG-DNA inh: -4%; TRHR ag: 0.4; POLK inh: -3%; Pol iota inh: 48%[activator]; 12-LOX inh: inconclusive; POLB inh: 5%; BLM helicase inh: -1%; Apoferritin bind: -3%

Results for O=C1CCCN1CN(C(=O)c1ccc2c(c1)OCO2)c1cccc(Cl)c1 ?
APE1 inh: -1%; ERG-DNA inh: -1%; TRHR ag: -1.1; POLK inh: -18%; 12-LOX inh: 1%; POLB inh: -6%; BLM helicase inh: 3%; Apoferritin bind: -9%

What do the screens show for `O=C(CSc1ncccc1C(=O)O)c1ccccc1F`?
APE1 inh: -3%; ERG-DNA inh: -3%; TRHR ag: 0.5; POLK inh: -13%; Pol iota inh: 6%; 12-LOX inh: inconclusive; POLB inh: 5%; BLM helicase inh: 0%; Apoferritin bind: -13%

How did COc1cc2cc(CCCOC(=O)c3ccc(C#N)cc3)oc(=O)c2cc1OC do in these assays?
APE1 inh: 1%; ERG-DNA inh: 12%; TRHR ag: -0.1; POLK inh: 5%; Pol iota inh: 29%; 12-LOX inh: -10%

What do the screens show for `Cc1nc2ccc(NC(=O)COc3ccccc3F)cc2s1`?
APE1 inh: 3%; ERG-DNA inh: -2%; TRHR ag: 0.6; POLK inh: -14%; Pol iota inh: -14%; 12-LOX inh: -5%; POLB inh: 13%; BLM helicase inh: -7%; Apoferritin bind: -10%

Results for COc1ccccc1Nc1nc(-c2sc(NC(=O)c3ccc([N+](=O)[O-])cc3)nc2C)cs1 ?
APE1 inh: -1%; TRHR ag: 0.4; POLB inh: -1%; BLM helicase inh: -2%; Apoferritin bind: -13%

Results for CC(C)Nc1ccc(C(CC(N)=O)NC(=O)c2ccccc2)cc1[N+](=O)[O-] (centres undefined) ?
APE1 inh: -6%; ERG-DNA inh: 1%; TRHR ag: -0.9; POLK inh: -3%; Pol iota inh: 34%[activator]; 12-LOX inh: -2%; POLB inh: 6%; BLM helicase inh: 1%; Apoferritin bind: -15%

How did CC1CN(CCOc2ccc(Cl)cc2Cl)CC(C)O1 (centres undefined) do in these assays?
APE1 inh: 0%; ERG-DNA inh: 0%; TRHR ag: 0.8; POLK inh: -4%; Pol iota inh: 10%; 12-LOX inh: -17%; POLB inh: 19%; BLM helicase inh: -1%; Apoferritin bind: 1%

What do the screens show for `Cc1ccsc1CN(C)Cc1nc(C2CC2)no1`?
APE1 inh: 3%; ERG-DNA inh: -6%; TRHR ag: -0.4; POLK inh: 3%; Pol iota inh: 35%[activator]; 12-LOX inh: -2%; POLB inh: 0%; BLM helicase inh: -1%; Apoferritin bind: -18%

Results for Cn1c2ccccc2c2nnc(N/N=C/c3ccc(O)cc3)nc21 ?
ERG-DNA inh: 5%; POLK inh: 2%; Pol iota inh: 11%; 12-LOX inh: 15%

What do the screens show for `COc1ccc(O[C@H]2C=C[C@@H](c3ccccc3)O[C@@H]2CO/N=C(\C)CCN2CCc3nc(-c4ccccc4)c(-c4ccccc4)cc3C2)cc1`?
APE1 inh: 37%[activator][12.4 µM]; TRHR ag: 0.0; POLB inh: 1%; BLM helicase inh: -2%[12.4 µM]; Apoferritin bind: 4%[15.3 µM]

What do the screens show for `O=C(CSc1nnc(N2CCOCC2)n1-c1cccc(F)c1)N1CCN(c2ccccn2)CC1`?
APE1 inh: 2%; ERG-DNA inh: 9%; TRHR ag: -0.4; POLK inh: -10%; Pol iota inh: -2%; 12-LOX inh: -8%

Results for Cc1c(C(=O)N2CCC(C(N)=O)CC2)sc(N)c1C#N ?
APE1 inh: -2%; TRHR ag: 0.2; POLK inh: -8%; Pol iota inh: 21%; 12-LOX inh: -21%; POLB inh: -5%; BLM helicase inh: -2%; Apoferritin bind: 1%

What do the screens show for `O=C(c1ccc2c(c1)N(Cc1cccc(Cl)c1)C(=O)c1ccccc1S2(=O)=O)N1CCc2ccccc21`?
ERG-DNA inh: 0%; TRHR ag: 1.0; POLK inh: -11%[60.1 µM]; Pol iota inh: inconclusive; 12-LOX inh: -10%; POLB inh: -17%; BLM helicase inh: -1%; Apoferritin bind: -17%

What do the screens show for `CC1N(O)C(C)(C)C(c2ccccc2)=[N+]1[O-]` (centres undefined)?
APE1 inh: 1%; ERG-DNA inh: 2%; TRHR ag: 1.0; POLK inh: -18%; Pol iota inh: 4%; 12-LOX inh: 0%; POLB inh: -10%; BLM helicase inh: -9%; Apoferritin bind: 6%

Results for O=C(O)Cc1csc(NC(=O)CSc2nnnn2-c2ccc(O)cc2)n1 ?
APE1 inh: 3%; ERG-DNA inh: 14%; TRHR ag: 0.1; POLK inh: 19%; Pol iota inh: -3%; 12-LOX inh: inconclusive; POLB inh: -2%; BLM helicase inh: -1%; Apoferritin bind: 0%

Results for O=C(NCCCN1CCCCC1)c1sc2ncccc2c1-n1cccc1 ?
ERG-DNA inh: 2%; TRHR ag: 0.6; POLK inh: -10%[60.1 µM]; Pol iota inh: 26%; 12-LOX inh: -11%; POLB inh: 33%; BLM helicase inh: -9%; Apoferritin bind: -3%

What do the screens show for `O=[N+]([O-])c1cccc(CN(CCO)Cc2ccccc2)c1`?
APE1 inh: -2%; ERG-DNA inh: -7%; TRHR ag: -0.2; POLK inh: -7%; Pol iota inh: 3%; 12-LOX inh: -30%; POLB inh: 19%; BLM helicase inh: -6%; Apoferritin bind: -12%

How did O=S(=O)(N(Cc1ccccc1)[C@H](CO)Cc1ccccc1)N(Cc1ccccc1)[C@H](CO)Cc1ccccc1 do in these assays?
APE1 inh: 13%; ERG-DNA inh: -6%; POLK inh: 5%&-7%; Pol iota inh: -22%&9%; 12-LOX inh: 5%

How did NC(=O)c1c(NC(=O)CN2CCN(S(=O)(=O)c3ccccc3)CC2)sc2c1CCC2 do in these assays?
APE1 inh: 1%; ERG-DNA inh: -7%; TRHR ag: -0.5; POLK inh: inconclusive; Pol iota inh: 13µM*; 12-LOX inh: -8%

Results for CC(=O)N(c1nc(CCl)cs1)c1ccc(C)cc1C ?
APE1 inh: -3%; ERG-DNA inh: 0%; TRHR ag: -0.1; POLK inh: 0%; Pol iota inh: 11%; 12-LOX inh: 22%; POLB inh: 25%; BLM helicase inh: 2%; Apoferritin bind: -9%

Results for Cc1c(C)c2ccc(OS(C)(=O)=O)cc2oc1=O ?
APE1 inh: 24%; ERG-DNA inh: 1%; TRHR ag: 0.2; POLK inh: -2%; Pol iota inh: 12%; 12-LOX inh: -17%; POLB inh: 51%; BLM helicase inh: 4%; Apoferritin bind: 2%

Two successive entries from above, quoted:
Results for CC(=O)N(c1nc(CCl)cs1)c1ccc(C)cc1C ?
APE1 inh: -3%; ERG-DNA inh: 0%; TRHR ag: -0.1; POLK inh: 0%; Pol iota inh: 11%; 12-LOX inh: 22%; POLB inh: 25%; BLM helicase inh: 2%; Apoferritin bind: -9%

Results for Cc1c(C)c2ccc(OS(C)(=O)=O)cc2oc1=O ?
APE1 inh: 24%; ERG-DNA inh: 1%; TRHR ag: 0.2; POLK inh: -2%; Pol iota inh: 12%; 12-LOX inh: -17%; POLB inh: 51%; BLM helicase inh: 4%; Apoferritin bind: 2%
